From PubChem BioAssay
TEAD-YAP block: TEAD-YAP interaction inhibition; HEK-TIYL cells, TEAD-Gal4/YAP UAS-luciferase luminescence; inhibition, % at 9.12 µM; actives 1.4% (n = 640,000); in the data active = inhibition above about 32%;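 also: 0% = median of test compound wells and 100% = reference inhibitor wells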
FBW7 activator: activators of human E3 ligase FBW7 | Q969H0 | AlphaScreen FBW7–phospho-cyclin E peptide binding, activator screen | normalized activity (activation), % at 26.1 µM | actives 0.13% (n = 650,000) | AID 1259310; in the data active = normalized activity above about 1.9%;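 also: purified mutant Fbw7 with reduced substrate affinity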
GPR151 ag: activators of human GPR151 | PathHunter beta-arrestin GPR151 cells, luminescence | AID 1508602 | Q8TDV0 | actives 1% (n = 650,000) | activation, % at 11.2 µM; in the data active = activation above about 4.9%;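 also: 0% = median of compound wells and 100% = cells with positive control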
Target sequence (Q8TDV0 whole entry, looked up): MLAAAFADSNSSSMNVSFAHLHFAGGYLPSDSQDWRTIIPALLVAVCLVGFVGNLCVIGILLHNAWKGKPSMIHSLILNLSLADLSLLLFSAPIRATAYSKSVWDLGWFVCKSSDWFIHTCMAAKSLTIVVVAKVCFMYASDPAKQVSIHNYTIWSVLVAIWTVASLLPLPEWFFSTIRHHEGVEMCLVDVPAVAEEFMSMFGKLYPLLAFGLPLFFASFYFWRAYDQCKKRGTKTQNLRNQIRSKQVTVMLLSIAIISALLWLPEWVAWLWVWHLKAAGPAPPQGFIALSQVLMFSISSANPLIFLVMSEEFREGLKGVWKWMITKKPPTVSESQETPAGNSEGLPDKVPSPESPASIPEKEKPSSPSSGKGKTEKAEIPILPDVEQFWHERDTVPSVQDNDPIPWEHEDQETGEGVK
MITF inh: inhibitors of human MITF; O75030; AlphaScreen MITF homodimerization, bead proximity signal; inhibition, % at 2.6 µM; actives 0.91% (n = 650,000); AID 1259374; in the data active = inhibition above about 50%;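 also: 0% = vehicle wells with protein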
Target sequence (O75030 whole entry, looked up): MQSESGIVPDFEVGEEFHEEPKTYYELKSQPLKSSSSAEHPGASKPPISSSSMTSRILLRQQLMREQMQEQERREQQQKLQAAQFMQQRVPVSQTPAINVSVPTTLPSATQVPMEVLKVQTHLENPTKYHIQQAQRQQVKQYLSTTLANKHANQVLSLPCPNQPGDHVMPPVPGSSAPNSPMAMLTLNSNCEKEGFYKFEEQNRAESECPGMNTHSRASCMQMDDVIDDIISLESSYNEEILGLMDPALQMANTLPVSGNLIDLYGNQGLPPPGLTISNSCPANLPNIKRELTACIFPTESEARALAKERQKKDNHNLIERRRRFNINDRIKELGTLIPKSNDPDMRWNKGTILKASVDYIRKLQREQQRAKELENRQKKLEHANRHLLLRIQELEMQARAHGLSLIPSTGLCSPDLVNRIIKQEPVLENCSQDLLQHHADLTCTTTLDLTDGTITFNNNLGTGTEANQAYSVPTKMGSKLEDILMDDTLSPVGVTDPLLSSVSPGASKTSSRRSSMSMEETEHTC
Active calls of the source: *. Compounds as they come; any-hit rate near 3.4%.

Order of results: GPR151 ag	FBW7 activator	TEAD-YAP block	MITF inh
Cc1cccc(Oc2ccc(N3C(=O)c4cccc([N+](=O)[O-])c4C3=O)cc2)c1C
  -0.5	-0.2	10	-5
Cc1ccccc1-n1c(C)cc(C(=O)N2CCN(c3ncccn3)CC2)c1C
  -1.2	0.1	4	9
CCCCOc1ccc(N2C(=O)CC(N3CCN(C(c4ccccc4)c4ccccc4)CC3)C2=O)cc1 (stereo not given)
  0.4	0.0	7	-12
O=[N+]([O-])c1c(NCCO)cc(N2CCOCC2)c2nonc12
  -1.9	0.1	-7	14
CCOc1ccc(C(=O)Nc2ccc3oc(-c4ccc(C)cc4C)nc3c2)cc1Br
  -1.8	0.1	11	4
COC(=O)c1ccc(C2C(C#N)=C(N)Oc3n[nH]c(C(C)(C)C)c32)cc1 (stereo not given)
  -0.8	-0.1	-2	-3
Cc1cccc(NC(=O)CSC2=NC(=O)C(Cc3ccccc3)C(=O)N2)c1 (stereo not given)
  0.5	-0.1	14	9
COc1ccc(C(Nc2ccccn2)c2ccc3cccnc3c2O)cc1 (stereo not given)
  0.6	-0.6	86*	36
Cc1ccccc1-n1ncc(C(C)NC(=O)c2ccc(C=O)cc2)c1C (stereo not given)
  0.1	0.3	8	4
COc1ccc(C(=O)NC(=S)Nc2ccc(Br)cn2)cc1
  0.8	0.1	-41	-17
CCN(CC)c1nc(NCCc2ccc(O)cc2)nc(Nc2ccc(C(F)(F)F)cc2)n1
  -2.3	0.1	-5	14
CC(C)Cc1cc(C(=O)Nc2cccc(Cl)c2)no1
  0.4	0.0	-48	-24
O=S(=O)(C1CC1)N1CCN(c2ccccc2F)CC1
  0.6	-0.1	9	-1
CC(=NCCO)c1c(-c2ccccc2)[nH]n(-c2nc3ccccc3s2)c1=O
  -0.9	-0.5	-7	-13
CC1CCCCN1CCNS(=O)(=O)c1ccc2c(c1)CCN2C(=O)C1CC1 (stereo not given)
  1.7	-0.3	2	-3
Cc1cc(C(=O)Nc2cccc(C(F)(F)F)c2)on1
  0.7	0.1	-1	6
Cc1ccnc(NC(=O)Cc2ccc(Br)cc2)n1
  -0.8	-0.1	-8	10
O=[N+]([O-])c1ccc(S(=O)(=O)c2nc3ccccc3s2)c(Cl)c1
  -2.3	0.5	2	31
O=C(NCc1ccccn1)c1cccc(OC2CCN(CC3CC=CCC3)CC2)c1 (stereo not given)
  0.6	0.0	6	6
Cc1sc2nc(Cc3ccccc3)n(C3CCN(C(=O)c4ccco4)CC3)c(=O)c2c1C
  0.5	0.1	-6	6
C[C@H](O)[C@H]1NC(=O)[C@@H]2C[C@H](NC(=O)Nc3ccc(C(F)(F)F)cc3)CN2C1=O
  1.9	-0.1	14	8
Cc1ccc(-c2noc(CN(C(=O)COc3cccc(C)c3)C(C)C)n2)cc1
  0.0	0.0	-3	7
COc1cccc(C(=O)NNC(=O)C(=O)Nc2ccccc2C)c1
  0.2	0.0	-8	-7
CC(Nc1cc(N2CCN(CCO)CC2)ccc1[N+](=O)[O-])C12CC3CC(CC(C3)C1)C2 (stereo not given)
  -0.1	0.0	-7	-4
COc1ccc(S(=O)(=O)N2CC(O)CC2C(=O)O)cc1 (stereo not given)
  1.8	0.1	7	9
CCn1c(CSCc2ccccc2F)nnc1SCC(=O)Nc1ccccc1OC
  -0.1	-0.1	7	-9
CCOc1ccccc1NC(=O)c1ccc(S(=O)(=O)N(C)C)cc1
  0.7	-0.1	-4	4
COc1ccc(-n2c(=O)[nH]cc(C(=O)Nc3ccc(C(C)=O)cc3)c2=O)cc1OC
  3.4	0.0	11	14
CCOC(=O)c1ccc(Oc2ncnc3sc4c(c23)CCCC4)cc1
  -0.8	0.1	-18	-16
CCC(=O)Oc1c(C)cc(C=O)cc1C
  3.3	-0.1	13	13

7 records picked at random from the list so far:
Order of results: GPR151 ag	FBW7 activator	TEAD-YAP block	MITF inh
COc1ccc(-n2c(=O)[nH]cc(C(=O)Nc3ccc(C(C)=O)cc3)c2=O)cc1OC
  3.4	0.0	11	14
C[C@H](O)[C@H]1NC(=O)[C@@H]2C[C@H](NC(=O)Nc3ccc(C(F)(F)F)cc3)CN2C1=O
  1.9	-0.1	14	8
O=C(NCc1ccccn1)c1cccc(OC2CCN(CC3CC=CCC3)CC2)c1 (stereo not given)
  0.6	0.0	6	6
O=[N+]([O-])c1ccc(S(=O)(=O)c2nc3ccccc3s2)c(Cl)c1
  -2.3	0.5	2	31
Cc1ccnc(NC(=O)Cc2ccc(Br)cc2)n1
  -0.8	-0.1	-8	10
Cc1ccc(-c2noc(CN(C(=O)COc3cccc(C)c3)C(C)C)n2)cc1
  0.0	0.0	-3	7
CCn1c(CSCc2ccccc2F)nnc1SCC(=O)Nc1ccccc1OC
  -0.1	-0.1	7	-9

(further entries)
Order of results: GPR151 ag	FBW7 activator	TEAD-YAP block	MITF inh
N/C(Cc1ccc([N+](=O)[O-])cc1)=N\OC(=O)c1ccccc1F
  0.5	0.4	-29	14
COc1ccc(CC(=O)N2CCN=C2SCc2cccc([N+](=O)[O-])c2)cc1OC
  -0.2	-0.5	-3	-1
COc1cc2c(c(OC)c1[N+](=O)[O-])C=CC1(O2)N(C)c2ccccc2C1(C)C (stereo not given)
  0.2	-0.1	9	8
COc1cc(/C=c2\sc3nc4ccccc4n3c2=O)ccc1Oc1nc(N2CCOCC2)nc(N2CCOCC2)n1
  -0.6	-0.1	-8	-8
O=C(Nc1ccc(Br)cc1F)c1coc2ccccc12
  -0.8	-0.1	-66	-10
CCN(CC)CCCNC(=O)c1nn2c(C(F)(F)F)cc(-c3ccc(Cl)cc3)nc2c1Cl
  0.7	-0.1	16	-1
N#Cc1cccc(C(c2nnnn2Cc2ccccc2)N2CCCCCC2)c1 (stereo not given)
  -0.6	0.4	-1	5
Cc1nc(SCC(=O)Nc2cccc(C(F)(F)F)c2)c2c3c(sc2n1)CCC3
  -0.8	0.1	-9	74*
O=C(CN1C(=O)CC(c2ccco2)Sc2ccccc21)Nc1ccc(Cl)cc1 (stereo not given)
  0.7	0.1	-8	-1
COc1ccc(-c2ncc(C)c(NCCN3CCOCC3)n2)cn1
  -0.8	0.2	6	-6
Cc1scc(C(=O)Nc2ccc3c(c2)OCCO3)c1-c1ccccc1
  2.3	-0.1	0	-9
C/C(=C\C(=O)c1ccc(Cl)cc1)NCc1ccc2c(c1)OCO2
  -0.8	-0.1	7	4
CC(=O)c1cccc(NC(=O)CCS(=O)(=O)c2cccs2)c1
  0.3	0.3	-66	23
CC1=C(C(=O)Nc2ccc(Cl)cc2)C(c2ccccc2F)NC(=O)N1 (stereo not given)
  2.4	0.0	16	3
Cc1ccc(/C=N/NS(=O)(=O)c2ccc(Cl)cc2)cc1
  0.4	0.5	-6	16
CCOC(=O)c1c(N2C(=O)C3ON(c4ccccc4C)C(c4ccc([N+](=O)[O-])cc4)C3C2=O)sc2c1CCCC2 (stereo not given)
  0.0	-0.1	3	-1
CC(C)C[C@H]1NC(=O)[C@@H]2C[C@H](NC(=O)c3ccc(Cl)c(Cl)c3)CN2C1=O
  1.0	0.1	9	-5
N#Cc1sc(NC(=O)c2cccc(Br)c2)nc1Cl
  -9.4	0.2	64*	6
CCOc1ccc(-n2nc(C(=O)NC3CCCCCC3)c3ccccc3c2=O)cc1
  1.5	0.0	0	4
COc1ccc(CCn2c(SCc3ccccc3Cl)nc3ccsc3c2=O)cc1OC
  -0.6	-0.2	9	7
COc1ccc(NC(=O)COC(=O)c2ccc([N+](=O)[O-])o2)cc1Cl
  1.3	0.1	15	-2
CN1/C(=C/P(=O)(N(C)C)N(C)C)C(C)(C)c2ccccc21
  2.7	-0.2	-5	8
CC1CCCC(C)N1CCCNc1ccc2nnc(-c3ccccc3)n2n1 (stereo not given)
  0.0	-0.1	-5	-4
CN1C(=O)c2ccccc2C(C(=O)NCc2cccnc2)C1c1cn(C)c2ccccc12 (stereo not given)
  0.7	0.5	7	1
CCOc1cc(C2NC(=S)NC(c3ccccc3)=C2C(C)=O)cc([N+](=O)[O-])c1O (stereo not given)
  0.5	-0.4	6	8
CCN1\C(=C/C=C(C)/C=C/c2sc3ccccc3[n+]2CC)Sc2ccccc21
  1.7	11*	66*	-24
CCOC(=O)c1cccc(NC(=O)c2ccccc2Br)c1
  0.1	0.0	3	3
Clc1ccc(OCCN2CCOCC2)c(Cl)c1
  -0.9	0.1	-10	19
CSCCCNCc1c(C(=O)N(C)Cc2ccccc2)nc2ccccn12
  -1.5	-0.1	-5	2
COc1cc(NCc2ccc(Cl)cc2)ncn1
  0.1	-0.1	-1	7
O=c1oc2c(CN3CCN(CCO)CC3)c(O)ccc2cc1-c1ccccn1
  -1.0	0.0	-3	1
NC1=NC(=O)/C(=C\c2ccc(-c3ccc(Cl)c(Cl)c3)o2)S1
  0.8	0.1	3	9
CCOC(=O)CC(=O)CSc1nc2sc(C(=O)OCC)c(C)c2c(=O)n1CCc1ccc(Cl)cc1
  1.3	0.1	16	5
COc1ccc(-c2nc3ccccc3c(=O)n2NCc2ccc(F)cc2)cc1OC
  -0.3	0.1	-5	-2
CCCCCCc1c(C)c2ccc(OCc3cccc(C(F)(F)F)c3)cc2oc1=O
  0.2	-0.2	0	3
Cn1c(=O)c2c(nc3n(-c4cccc(C(F)(F)F)c4)c(-c4ccc(Cl)cc4)cn23)n(C)c1=O
  -0.1	-0.1	1	3
CC(=O)Nc1c(C(=O)C2CC2)oc2ccc(Cl)cc12
  2.1	-0.2	7	0
O=C(Nc1cccc(-c2cn3ccccc3n2)c1)c1cc2cc(Br)ccc2oc1=O
  -0.1	0.3	-6	-2
Cc1ccc(C(=O)NCCN2CCOCC2)cc1
  -0.1	-0.1	-22	12
CCCCC(=O)Nc1ccc(C(N)=O)cc1
  -1.0	0.0	-9	-4
O=C(c1cccs1)c1coc2ccccc2c1=O
  -0.3	-0.1	-8	-12
O=c1c2nnn(Cc3ccc(F)cc3)c2ncn1Cc1ccccc1Cl
  1.2	-0.1	-6	3
O=C(Nc1cccc(C(F)(F)F)c1)C1CCCN(S(=O)(=O)c2cnc[nH]2)C1 (stereo not given)
  0.2	-0.1	1	4
Nc1[nH]ncc1-c1ccc(NC(=O)C(N)Cc2ccccc2)cc1 (stereo not given)
  0.6	-0.1	2	5
CCC(C)NC(=O)c1ccc(CS(=O)c2ccccc2)o1 (stereo not given)
  1.3	0.0	-11	-1
CCCCn1c(CNC(=O)c2cccs2)nnc1SCC(=O)Nc1sc2c(c1C(=O)OCC)CCCC2
  1.4	-0.1	10	7
CCC(C)c1ccc(S(=O)(=O)NCc2ccccc2)cc1 (stereo not given)
  0.7	0.1	4	1
COc1cccc(-n2c(SCC(=O)Nc3cccc(O)c3)nnc2-c2ccncc2)c1
  -0.8	-0.2	1	-11
COc1ccc(OC(=O)c2ccc([N+](=O)[O-])cc2)cc1
  0.6	-0.4	-5	-7
O=C(c1ccccc1F)N(Cc1ccccc1Cl)C1CCS(=O)(=O)C1 (stereo not given)
  -1.1	0.8	1	7
CCc1ccc(OCCCn2c(-c3ccc(Cl)cc3)nc3ccccc3c2=O)cc1
  -0.7	0.1	4	11
Cc1cc(C)cc(OCC(=O)NNC(=O)COc2cc(C)cc(C)c2)c1
  -0.9	0.1	1	-8
CCOCCCNC(=O)c1cn(C2CCCCC2)c(=O)c2c1c1ccccc1n2C
  0.1	0.5	11	-5
CC12CCC(C(=O)N(c3ccc(Cl)cc3Cl)C1=O)C2(C)C (stereo not given)
  -0.3	0.1	-6	-1
Cc1cccc(Cc2c(C)nc3c(C(=O)N4CCN(c5cc(Cl)ccc5C)CC4)cnn3c2C)c1
  -0.9	-0.1	-6	-2
COc1ccc(C(=O)N2CCC3(CC2)OCc2cc(-c4ccco4)ccc2O3)cc1
  1.5	0.3	1	21
COc1ccc(CC(=O)NC(C)C23CC4CC(CC(C4)C2)C3)cc1OC (stereo not given)
  0.2	0.0	5	5
CCN1CCN(C(=O)c2cc(C(C)C)n(-c3nc4ccccc4s3)n2)CC1
  -0.2	-0.3	81*	-4
CC1CCCCN1C(=O)Cn1c(=O)oc2ccccc21 (stereo not given)
  -1.0	0.1	-6	-12
COc1ccc(Br)cc1CNC(=O)C1CCN(C(=O)N(C)C)CC1
  1.0	0.0	-6	-4

Further entries follow.
Order of results: GPR151 ag	FBW7 activator	TEAD-YAP block	MITF inh
CCC(=O)NC(c1ccc(OC)cc1)c1c(O)ccc2ccccc12 (stereo not given)
  -0.2	-0.2	52*	-12
COc1ccccc1CNc1nc2nc3c(c(=O)n2[nH]1)CCC3
  2.4	0.1	-8	-6
O=C(CN(CC1CCCO1)C(=O)CCC(=O)Nc1nccs1)NCc1ccccc1 (stereo not given)
  9.4*	0.0	2	0
COc1cc(CN2CCOCC2)cc2c1OCO2
  0.1	-0.2	-16	-5
CC1=C/C(=N\S(=O)(=O)c2ccc(C)cc2)C=C(O/N=C2/C(=O)Nc3ccccc32)C1=O
  0.7	-0.1	3	13
Cc1cc(NC(=O)c2cccs2)ccc1NC(=O)c1cccs1
  -5.1	0.3	-19	10
N#C/C(=C\c1ccccc1Cl)c1nc(-c2ccc([N+](=O)[O-])cc2)cs1
  -0.5	0.0	5	-7
N#CC1=C(N)OC2=C(C(=O)CCC2)C1c1ccc(OCc2ccccc2F)cc1 (stereo not given)
  -0.8	0.0	-7	12
